From PubChem
p53 reactivation: mutant p53 re-activation in reporter cells | 320,000 tested, 0.063% active | Potency, µM (series often up to 92.2 µM), without a hit: at the highest dose activity change, positive = activation, most hits filed as activators | H1299 p53-A138V BP100-luciferase reporter, luminescence, 24 h; further: potency means the concentration at half of the fitted maximal effect; % of control where 0% means no effect; nearly all actives have a fitted effect of over 45% in size
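p53-null H1299 cells stably carrying temperature-sensitive p53-A138V and a BP100-luciferase reporter were pinned with compounds (4-point, 1:5 series) and held 24 hrs at 37 deg C. Luminescence was read 10 min after detection reagent.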
S-ASM inh: blocks human secretory acid sphingomyelinase. P17405. placental ASM, HMU-PC fluorogenic substrate, 60 min. Potency, µM (highest dose often 57.5 µM), without a hit: at the top dose activity change, negative = inhibition, most hits filed as inhibitors. 340,000 tested, 0.006% active. AID 504937; further: potency means the concentration at half of the fitted maximal effect
Target sequence (P17405 47-631 limits assumed): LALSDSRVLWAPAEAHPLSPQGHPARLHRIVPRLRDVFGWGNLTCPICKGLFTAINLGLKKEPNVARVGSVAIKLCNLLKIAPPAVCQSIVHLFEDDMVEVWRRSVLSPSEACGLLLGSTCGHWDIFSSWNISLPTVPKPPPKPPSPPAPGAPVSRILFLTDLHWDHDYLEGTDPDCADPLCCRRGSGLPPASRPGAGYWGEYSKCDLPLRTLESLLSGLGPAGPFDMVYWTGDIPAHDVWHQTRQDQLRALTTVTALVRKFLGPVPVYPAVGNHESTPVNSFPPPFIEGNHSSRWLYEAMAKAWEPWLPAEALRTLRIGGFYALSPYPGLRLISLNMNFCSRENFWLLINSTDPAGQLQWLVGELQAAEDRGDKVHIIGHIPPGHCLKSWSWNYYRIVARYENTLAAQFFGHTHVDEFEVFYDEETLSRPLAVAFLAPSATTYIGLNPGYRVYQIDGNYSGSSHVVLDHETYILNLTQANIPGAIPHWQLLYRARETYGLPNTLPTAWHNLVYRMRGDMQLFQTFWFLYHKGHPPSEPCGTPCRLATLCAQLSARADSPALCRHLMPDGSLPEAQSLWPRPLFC
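qHTS format. ASM enzyme prepared from human placenta hydrolyses the fluorogenic substrate HMU-PC0 (9 uM final) over 60 min at 37 °C after a 10 min compound preincubation.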
BRCA1 expr up: activators of BRCA1 expression; MCF7-BRCA1-FFLuc reporter, luminescence, 48 h; response scale: scaled: vehicle 0%, 10 µM genistein 100%; Potency, µM (top dose mostly 46.1 µM), for inactives: at the highest dose activation, usual class: activators; 380,000 tested, 1.1% active; AID 624202; further: potency means the concentration at half of the fitted maximal effect; nearly all actives have a fitted effect of over 80% in size; some results filed as inactive show a strong effect at the top dose
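First, MCF7-BRCA1-FFLuc cells (2000/well) attach for 2 h; next, compounds are pin-added and incubated 48 h at 37 °C; finally, luciferase reagent is added and luminescence read after 15 min.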
ELG1 genotoxic: inducers of genotoxicity in HEK293T ELG1-luciferase cells. HEK293T ELG1-luciferase reporter, luminescence, 16 h. Potency, µM (doses to about 46 µM), without a hit: at the top dose activity change, positive = activation, hits mostly activators. 330,000 tested, 1.3% active; further: potency means the concentration at half of the fitted maximal effect; % of control where 0% means no effect; nearly all actives have a fitted effect of over 60% in size
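Quantitative HTS format in 1536-well plates. HEK293T ELG1-luciferase reporter cells receive test compound and are incubated 16 hr at 37 °C, 5% CO2; ONE-Glo added, 30 min room temperature, then luminescence read.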
a7 integrin act: integrin-mediated muscular dystrophy alleviation activation; alpha7betagal myoblasts, beta-gal FDG fluorescence, 48 h; Potency, µM (highest dose often 38.3 µM), inactives show top-dose activation, hits mostly activators; 350,000 tested, 0.064% active; AID 624291;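 further: potency means the concentration at half of the fitted maximal effect; 100% = response of the positive control SU9516; nearly all actives have a fitted effect of over 60% in size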
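alpha7betagal+/- myoblasts (passage 13, 250/well) treated 48 h at 37C with compounds at 1:260 dilution of DMSO stock. Lysed, then beta-galactosidase activity read as FDG fluorescence (ex 480/em 540) after 30 min, with pre-read for autofluorescence.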
TRPV1 ag: activates the human vanilloid receptor TRPV1 | Q8NER1 | 320,000 tested, 0.19% active | TRPV1-expressing cells, Fluo-8 calcium influx, agonist mode | AID 540275 | activation, % at 8.33 µM; in the data active means activation above about 80%; inconclusive means between about 30% and that limit; further: 0% is about no effect
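Fluo-8 calcium influx in TRPV1-expressing cells, kinetic read (ex 480/em 520 nm). Compound added and read 3 min for agonist activity, followed by capsaicin at EC20 final and 2 min further read for enhancement.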
USP2a block: USP2a (human) protease inhibition; USP2 core, Ub-CHOP2 coupled fluorogenic reporter, 485/531; O75604; 330,000 tested, 0.01% active; Potency, µM (doses to about 38.3 µM), inactives show at the top dose activity change, negative = inhibition, actives largely listed as inhibitors;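 further: potency means the concentration at half of the fitted maximal effect; plate controls were DMSO wells for no effect and full inhibition by NEM control for full effect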
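USP2 core (10nM final) preincubated 30min RT with compound in 20mM Tris-HCl pH 8.0, 2mM CaCl2, 2mM beta-mercaptoethanol, 0.05% CHAPS; 25nM Ub-CHOP2 plus 25nM reporter substrate added, fluorescence (Ex485/Em531) read after 60min.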
B2AR arrestin: agonists driving beta-arrestin recruitment to human beta2-adrenergic receptor. Potency, µM (top dose mostly 46.1 µM), without a hit: top-dose activation, usual class: activators. AID 492947. beta-arrestin recruitment to beta2AR, cell-based reporter. 330,000 tested, 0.02% active. P07550;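 further: potency means the concentration at half of the fitted maximal effect; 0% = DMSO controls and full agonism = EC100 isoproterenol or metaproterenol; nearly all actives have a fitted effect of over 65% in size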
Target sequence (P07550 whole entry, looked up): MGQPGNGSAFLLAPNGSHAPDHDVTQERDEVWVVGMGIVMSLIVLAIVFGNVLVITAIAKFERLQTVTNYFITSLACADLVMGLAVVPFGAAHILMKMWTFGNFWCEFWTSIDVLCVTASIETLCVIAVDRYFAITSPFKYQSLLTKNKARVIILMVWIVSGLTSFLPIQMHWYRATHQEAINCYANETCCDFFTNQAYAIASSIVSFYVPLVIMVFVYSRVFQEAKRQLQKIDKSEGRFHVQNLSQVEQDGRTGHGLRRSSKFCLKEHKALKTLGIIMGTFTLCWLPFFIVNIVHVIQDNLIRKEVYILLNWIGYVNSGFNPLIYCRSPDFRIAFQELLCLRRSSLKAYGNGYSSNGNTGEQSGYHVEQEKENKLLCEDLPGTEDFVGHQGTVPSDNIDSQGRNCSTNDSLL
PTAP TSG101 blk: blocks PTAP/TSG101 interaction to inhibit HIV-1 budding; 340,000 tested, under 10 active; Fluorescence polarization, FITC-PTAP peptide / Tsg101 binding; Q99816; AID 493005; Potency, µM (series often up to 115 µM), for the others: at the highest dose activity change, negative = inhibition, actives largely listed as inhibitors; active means well fitted inhibition curve with a large enough effect in the main read-out, with a control signal flat, not every such curve was filed as active; inconclusive means small, poorly fitted or top-dose-only effect, or effect the other way, or a change in a side signal; inactive means no such curve, though single readings can be large or run the other way; further: potency means the concentration at half of the fitted maximal effect; % of control where 0% means no effect
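Compounds were pin-transferred onto Tsg101 binding domain (10 uM final) in HEPES pH 7.5 buffer, then FITC-PTAP peptide was added at 50 nM final. After 20 min at RT, polarization reported peptide displacement across a qHTS concentration series.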
uPA generation: cell surface uPA generation inhibition. cell surface uPA generation assay, qHTS. Potency, µM (top dose mostly 38.3 µM), for the others: top-dose activity change, negative = inhibition, usual class: inhibitors. 330,000 tested, 0.31% active. AID 540303; active means well fitted inhibition curve with a large enough effect; inconclusive means small, poorly fitted or top-dose-only effect; inactive means no such curve, though single readings can be large or run the other way; tested in mouse RAW 264.7 cells; further: potency means the concentration at half of the fitted maximal effect; on the % scale 0 is the no-effect control and ±100 the full control effect; nearly all actives have a fitted effect of over 55% in size
Eya2 inh: blocks the phosphatase activity of human Eya2; recombinant Eya2, OMFP fluorescence dephosphorylation (OMFP is methylfluorescein phosphate); 330,000 tested, 0.006% active; O00167; Potency, µM (highest dose often 76.9 µM), for inactives: top-dose activity, negative = inhibition, hits mostly inhibitors; further: potency means the concentration at half of the fitted maximal effect; on the % scale 0 is the no-effect control and ±100 the full control effect
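Eya2 (0.2 uM) preincubated 10 min at ambient with compound, then OMFP substrate added at 50 uM; 10 min reaction in 50 mM HEPES pH 7.5, 50 mM NaCl, 5 uM MgCl2, 0.05% BSA, 1 mM DTT. Fluorescence read at Ex 485/Em 525 nm.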
* marks the source's active call; other numbers are inactive results; ? = inconclusive; · = not tested or not shown; [ ] = remark or other dose. Unless noted, the call rests on the fitted dose curve; in most records, active means well fitted curve in the direction sought with a large enough effect; inconclusive means small, poorly fitted or top-dose-only effect, or another doubt; inactive means no such curve, though single readings can be large; an effect the other way counts as inactive or inconclusive.

SMILES	p53 reactivation	S-ASM inh	BRCA1 expr up	ELG1 genotoxic	a7 integrin act	TRPV1 ag	USP2a block	B2AR arrestin	PTAP TSG101 blk	uPA generation	Eya2 inh
Cc1cc(F)ccc1S(=O)(=O)N1CCCOC1CNC(=O)C(=O)NCCc1c[nH]c2ccccc12 (configuration not stated)	-3%	-6%	-9%	-10%	-27%	10	2%	0.1%	-3%	-5%	7%
CCc1cc(C(=O)Nc2ccc(OC)nc2)sc1C	11%	-3%	17%	9%	6%	-5	17%	0.4%	?	-3%	-2%
NC(=O)c1nc(C(=O)N2CCN(c3ccccc3)CC2)c2ccccc2n1	13%	6%	5%	5%	10%	-6	0%	-0.8%	·	-30%	-16%
COc1ccc(NC(=O)Nc2nc3ccccc3s2)cc1	20%	3%	?	?	7%	-7	-2%	-0.5%	-8%	-4%	0%
CC(=O)c1cccc(NC(=O)C2CCCN(S(=O)(=O)c3ccc(F)cc3)C2)c1 (configuration not stated)	-9%	-1%	-15%	-11%	26%	23	0%	-0.5%	6%	0%	0%
CCC(=O)N1c2ccccc2-c2nnc(SC)nc2OC1c1ccc(N(C)C)cc1 (configuration not stated)	-2%	-6%	-26%	0%	0%	-1	1%	-0.8%	-3%	0%	-1%
COc1cccc(CNC(=O)c2ccccc2-c2ccccc2C(=O)O)c1	·	2%	2%	0%	-10%	-2	-1%	0.0%	-5%	6%	-6%
COc1ccc(CN(Cc2cc3cc4c(cc3[nH]c2=O)OCO4)C(=O)NC2CCCCC2)cc1	-15%	33%	-40%	1%	9%	8	5%	0.0%	-1%	2%	8%
COc1ccc(C(=O)NCc2nnc(SCC(=O)NCc3ccco3)o2)cc1OC	-2%	1%	4%	5%	10%	1	-2%	-0.5%	-2%	0%	6%
CC(C)[C@H](NC(=O)c1ccco1)C(=O)N(C)Cc1c(F)cccc1Cl	-4%	-2%	-3%	-3%	?	4	4%	0.0%	-3%	·	8%
N/C(=N\O)c1ccccc1-n1cccc1	7%	3%	20%	1%	-6%	2	1%	0.1%	0%	0%	6%
COc1ccc(CN(CC2CCCO2)C(=O)c2cc3ccccc3oc2=O)cc1 (configuration not stated)	-1%	-3%	-16%	0%	-14%	0	-1%	-0.1%	0%	3%	10%
CCC1(c2ccc(F)cc2)NC(=O)N(CC(=O)NCc2ccc(C)cc2)C1=O (configuration not stated)	3%	2%	-6%	-3%	-15%	3	3%	-0.1%	-7%	6%	12%
CCOc1cc2c(C#N)c(N3CCOCC3)nc(N)c2c(N)n1	2%	360%[activator]	-22%	?	16%	-1	-1%	0.2%	0%	-3%	-21%[15.4 µM]
C#CCOCCOCCOCCNc1nc(N2CCN(C(=O)[C@H]([C@@H](C)CC)n3cc([C@@H](N)CO)nn3)CC2)nc(N2CCN(C(=O)[C@H](Cc3cc4ccccc4[nH]3)n3cc([C@@H](N)C(C)CC)nn3)CC2)n1 (some centres not stated)	-6%	·	·	9%	·	-1	1%	0.2%	·	·	-2%
COC(=O)c1c(C)oc2ccc(NS(=O)(=O)c3cc(OC)ccc3OC)cc12	?	-11%	-75%	4%	-7%	1	-1%	-0.5%	-5%	0%	-14%
COc1cc(/C=C/C(=O)O)cc(S(=O)(=O)Nc2cccc(SC)c2)c1OC	5%	4%	-4%	6%	5%	0	-1%	-0.1%	-4%	5%	-1%
Cc1n[nH]c(=O)c2c(NC(=O)CSc3cc(Cl)ccc3Cl)oc(C)c12	?	-8%	-9%	0%	10%	0	0%	-0.1%	-3%	11%	-3%
O=C(NCCCn1ccnc1)c1ccc(C(F)(F)F)cc1	0%	-4%	-23%	1%	2%	3	0%	0.1%	-10%	-5%	4%
CN1CCc2c(sc3nc(SCC(=O)NCc4ccco4)n(-c4ccccc4)c(=O)c23)C1	?	-17%	79%	16%	0%	-1	6%	3.2%	6%	?	12%
CCC(C)c1ccc(C(CC)NC(=O)C2CCCO2)cc1 (configuration not stated)	9%	-3%	-22%	3%	-9%	7	-1%	-0.5%	-2%	-8%	-5%
CC(C)CC(=O)c1c[nH]c(C(=O)O)c1	-3%	-1%	-24%	-3%	3%	1	2%	-0.2%	-4%	0%	15%
O=C(O)Cc1sc(NCCc2ccccc2)nc1-c1ccc(F)cc1	1%	0%	37%	3%	?	7	-4%	-0.2%	1%	0%	3%
CC(C)CCNC(=O)COC(=O)/C=C/c1ccc2ccccc2n1	2%	-2%	-25%	-2%	-33%	-1	0%	0.2%	0%	0%	1%
Cc1ccc(C2CC(C(F)F)n3ncc(C(=O)Nc4c(C)nn(Cc5c(F)cccc5Cl)c4C)c3N2)cc1 (configuration not stated)	-6%	-7%	-76%	-8%	5%	1	-2%	-0.3%	-5%	7%	-3%

Rewritten with each value named: three of the compounds above.
> COc1ccc(CN(Cc2cc3cc4c(cc3[nH]c2=O)OCO4)C(=O)NC2CCCCC2)cc1
  p53 reactivation: -15%
  S-ASM inh: 33%
  BRCA1 expr up: -40%
  ELG1 genotoxic: 1%
  a7 integrin act: 9%
  TRPV1 ag: 8
  USP2a block: 5%
  B2AR arrestin: 0.0%
  PTAP TSG101 blk: -1%
  uPA generation: 2%
  Eya2 inh: 8%

> COc1ccc(C(=O)NCc2nnc(SCC(=O)NCc3ccco3)o2)cc1OC
  p53 reactivation: -2%
  S-ASM inh: 1%
  BRCA1 expr up: 4%
  ELG1 genotoxic: 5%
  a7 integrin act: 10%
  TRPV1 ag: 1
  USP2a block: -2%
  B2AR arrestin: -0.5%
  PTAP TSG101 blk: -2%
  uPA generation: 0%
  Eya2 inh: 6%

> CC(C)[C@H](NC(=O)c1ccco1)C(=O)N(C)Cc1c(F)cccc1Cl
  p53 reactivation: -4%
  S-ASM inh: -2%
  BRCA1 expr up: -3%
  ELG1 genotoxic: -3%
  a7 integrin act: ?
  TRPV1 ag: 4
  USP2a block: 4%
  B2AR arrestin: 0.0%
  PTAP TSG101 blk: -3%
  uPA generation: ·
  Eya2 inh: 8%

New compounds follow
SMILES	p53 reactivation	S-ASM inh	BRCA1 expr up	ELG1 genotoxic	a7 integrin act	TRPV1 ag	USP2a block	B2AR arrestin	PTAP TSG101 blk	uPA generation	Eya2 inh
CC(C)(C)n1ncc2c(=O)n(CC(=O)OCc3ccccc3)cnc21	-17%	-2%	37%	?	20%	-5	3%	-2.3%	-4%	4%	10%
COc1ccc(OC)c(NC(=O)COC(=O)C2CCCCC2)c1	-1%	0%	-9%	0%	1%	·	0%	-0.9%	-3%	2%	-7%
Cc1nc(Nc2ccccc2C(F)(F)F)sc1C(=O)N(C)C	1%	4%	10µM*	?	-14%	10	-1%	-0.4%	-5%	-3%	8%
CN(CC(=O)Nc1ccc(Cl)cc1)C(=O)C1CCCC1	?	3%	39%	0%	6%	-2	-1%	0.1%	-4%	3%	6%
O=C(CC1C(=O)N(c2ccccc2)C(=S)N1c1ccccc1)c1ccc(Br)cc1 (configuration not stated)	-8%	-6%	15%	2%	0%	-6	-1%	0.1%	-1%	4%	-5%
CC(C)c1nc(SCC(=O)Nc2nc3c(s2)CCCC3)c2ccccc2n1	11%	-7%	-7%	-11%	-35%[inhibitor]	2	0%	-0.1%	-10%	-22%	-2%
COc1ccc(CN(C)C[C@H]2Oc3c(NC(=O)Nc4ccccc4)cccc3C(=O)N([C@H](C)CO)C[C@@H]2C)cc1	3%	1%	-23%	-6%	0%	·	2%	3.4%	-5%	-26%	-7%
Cc1oc(-c2ccc3c(c2)OCCO3)cc1C(=O)NC(CCC(=O)O)C(=O)O (configuration not stated)	-17%	1%	64%	20%	-16%	0	0%	0.3%	-4%	-6%	-3%
COc1ccc(CN(C)C2CCCCC2)c(C)c1C	1%	4%	5%	-6%	17%	-5	9%	-0.3%	-4%	-13%	-10%
NNC(=O)c1ccc(N2CCCCCC2)c([N+](=O)[O-])c1	5%	-3%	-33%	-3%	-18%	7	1%	-0.4%	-2%	-7%	6%
COc1ccc2sc(-c3ccc(N(C)C)cc3)c(C#CCCO)c2c1	-2%	·	-78%	0%	-16%	15	-3%	2.8%	0%	-5%	5%
CC(Cc1ccccc1)C(=O)Nc1ccccc1 (configuration not stated)	15%	-1%	-1%	-1%	-8%	-4	0%	-3.4%	0%	-1%	8%
C[N+]1(CC(=O)Nc2ccc(F)cc2)CCN(C(=O)c2ccco2)CC1	-3%	8%	0%	0%	-21%	0	4%	0.2%	-8%	·	-11%

An unsorted share of the library; overall some 2.6% were active at least once.
